CHX counter: Cycloheximide Counterscreen for Small Molecule Inhibitors of Shiga Toxin. cell reporter, cycloheximide protein synthesis inhibition counterscreen. AID 2314, 2010. max response, %. 12% of 300,000 active; in the data active = max response mostly above about 13%, no sharp cut-off; inactive = mostly below about 14%; note: read at 38.3 µM for the half of the compounds with a filed dose; 0% is about no effect
FBPA Giardia inh: qHTS Assay for Inhibitors of Fructose-1,6-bisphosphate Aldolase from Giardia Lamblia; A8B2U2; purified Giardia FBPA; Potency, µM (titrated, usually from 59.6 µM), for inactives: top-dose activity, negative = inhibition, usual class: inhibitors; 0.71% of 290,000 active; note: potency is the fitted concentration of half-maximal effect; % is set by controls: 0 for no effect and ±100 for the full control effect; nearly all actives have a fitted effect of over 55% in size
Target sequence (A8B2U2 whole entry, looked up): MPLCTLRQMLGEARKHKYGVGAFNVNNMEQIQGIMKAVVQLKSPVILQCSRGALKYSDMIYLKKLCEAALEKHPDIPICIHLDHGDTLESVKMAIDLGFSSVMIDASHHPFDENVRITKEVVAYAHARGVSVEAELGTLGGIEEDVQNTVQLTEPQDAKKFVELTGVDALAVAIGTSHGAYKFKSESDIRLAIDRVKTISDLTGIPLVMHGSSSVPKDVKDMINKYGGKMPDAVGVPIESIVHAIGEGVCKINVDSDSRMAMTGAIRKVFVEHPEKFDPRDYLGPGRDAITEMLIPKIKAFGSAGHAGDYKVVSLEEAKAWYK
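40 nM FBPA preincubated 10 min at RT with compound (up to 57.5 uM final), then substrate plus GAPDH/TPI/NAD/arsenate coupling and diaphorase/resazurin added. Fluorescence read after 20 min at RT, 525/598 nm.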
HCV inhibitor: qHTS Assay for Inhibitors of Hepatitis C Virus (HCV); AID 651820, 2012; Potency, µM (top dose mostly 41.8 µM), without a hit: at the highest dose activity change, negative = inhibition, hits mostly inhibitors; Huh7.5.1 HCVcc-Cre infection, luciferase reporter, 44 h; 3.4% of 340,000 active; note: potency is the fitted concentration of half-maximal effect; % is set by controls: 0 for no effect and ±100 for the full control effect
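A cell-based infection assay in which seeded cells (1,000 per well) receive test compound after 4 h, are inoculated with HCVcc-Cre at approximately 0.5 moi, and are incubated 44 h before luminescence detection.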
Pf growth 48h: Primary qHTS for delayed death inhibitors of the malarial parasite plastid, 48 hour incubation. P. falciparum luciferase growth in erythrocytes, 48 h. Potency, µM (titrated, usually from 28.7 µM), for the others: top-dose activity change, negative = inhibition, hits mostly inhibitors. 5.9% of 310,000 active; note: potency is the fitted concentration of half-maximal effect; % is set by controls: 0 for no effect and ±100 for the full control effect
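Firefly luciferase activity from engineered P. falciparum reports growth; inhibitors lower the luminescent signal. Cultures contained 2% hematocrit erythrocytes at 0.1% final parasitemia.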
Shiga inhibitor: A qHTS for Small Molecule Inhibitors of Shiga Toxin; Vero cells, Shiga toxin protein synthesis inhibition reporter; inhibition, % at 38.7 µM; 9.2% of 290,000 active; in the data active = inhibition mostly above about 28%, no sharp cut-off; inactive = mostly below about 43%; note: 0% is about no effect
Pf growth 96h: Primary qHTS for delayed death inhibitors of the malarial parasite plastid, 96 hour incubation | 6.9% of 320,000 active | Potency, µM (doses to about 28.7 µM), inactives show at the highest dose activity change, negative = inhibition, actives largely listed as inhibitors | P. falciparum luciferase reporter growth, 96 h; note: potency is the fitted concentration of half-maximal effect; % is set by controls: 0 for no effect and ±100 for the full control effect
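Readout is luminescence from an integrated firefly luciferase in P. falciparum. Red cells, 2% hematocrit and 0.05% parasitemia final, were cultured with compound through two parasite generations (96 hours) at 37 C, 5% CO2.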
An asterisk follows results filed as active; u = inconclusive; x = not tested or not shown; & = joins results of further samples; [ ] = remark or other dose. Unless noted, calls come from the whole dose curve; as a rule, active = well fitted curve in the direction sought with a large enough effect; inconclusive = small, poorly fitted or top-dose-only effect, or another doubt; inactive = no such curve, though single readings can be large; an effect the other way counts as inactive or inconclusive. Rows were taken by chance (roughly 24% active in at least one column).

no. | structure | HCV inhibitor | FBPA Giardia inh | CHX counter | Pf growth 48h | Shiga inhibitor | Pf growth 96h
1 | CCOc1cc(S(=O)(=O)N2CCN(C(=O)c3ccco3)CC2)ccc1F | 8% | 18% | -2 | u | -6 | -4%
2 | Cc1nc(N2CCN(C(=O)c3ccco3)CC2)nc2c1C(=O)CCC2 | 0% | x | 15 | 94%[activator] | 36* | u
3 | O=C(/C=C/c1ccccc1)Nc1ccc(CN2CCOCC2)cc1 | 2% | 5% | 47* | 85%[activator] | 35* | 37%[activator]
4 | Cc1nn2c(N3CCOCC3)cc(C(C)(C)C)nc2c1-c1ccccc1 | -7% | 10% | -1 | 2% | -9 | 32%[activator]
5 | COc1ccc2c(c1)OCC1=C2CCC2(C)C(=O)CC=C12 (stereo unspecified) | u | u | 8 | u | -2 | 10%
6 | S=C(Nc1ccccc1)N1CCCN1c1ccccc1 | u | 6% | 1 | 2% | 47 | 1%
7 | Cc1ccc(Nc2nnc(SCC(=O)NCc3ccco3)s2)cc1 | 7% | -27% | 17 | 5.9µM* | 46 | u
8 | COCCCNC(=O)Cn1nnc(-c2ccccc2NC(=O)c2ccc(F)cc2)n1 | 9% | 9% | 1 | 32%[activator] | -7 | 20%
9 | CC(C)N=C(Nc1cccnc1)c1ccccc1 | 11% | 0% | 0 | -13% | -4 | 8%
10 | c1coc(CNCC2OCCc3ccccc32)c1 (stereo unspecified) | 21% | -20% | 11 | 15% | 88 | 0%

Part of the list above, as labelled records.
#7 Cc1ccc(Nc2nnc(SCC(=O)NCc3ccco3)s2)cc1
- HCV inhibitor = 7%
- FBPA Giardia inh = -27%
- CHX counter = 17
- Pf growth 48h = 5.9µM*
- Shiga inhibitor = 46
- Pf growth 96h = u

#8 COCCCNC(=O)Cn1nnc(-c2ccccc2NC(=O)c2ccc(F)cc2)n1
- HCV inhibitor = 9%
- FBPA Giardia inh = 9%
- CHX counter = 1
- Pf growth 48h = 32%[activator]
- Shiga inhibitor = -7
- Pf growth 96h = 20%

#9 CC(C)N=C(Nc1cccnc1)c1ccccc1
- HCV inhibitor = 11%
- FBPA Giardia inh = 0%
- CHX counter = 0
- Pf growth 48h = -13%
- Shiga inhibitor = -4
- Pf growth 96h = 8%

#10 c1coc(CNCC2OCCc3ccccc32)c1 (stereo unspecified)
- HCV inhibitor = 21%
- FBPA Giardia inh = -20%
- CHX counter = 11
- Pf growth 48h = 15%
- Shiga inhibitor = 88
- Pf growth 96h = 0%

(cont.)
no. | structure | HCV inhibitor | FBPA Giardia inh | CHX counter | Pf growth 48h | Shiga inhibitor | Pf growth 96h
11 | COc1ccc(CNC(=O)/C=C/C(=O)O)cc1OC | 18% | u | -3 | 11% | -3 | 9%
12 | CC12CC3CC(C)(C1)CC(C(=O)NC(=S)N1CCCCC1)(C3)C2 | 8% | 3% | 1 | u | -8 | u
13 | O=C(N/N=C/c1ccc2ccccc2c1)c1ccc(COc2ccc3c(c2)CCC3)o1 | u | -2% | 1 | u | -1 | -5%
14 | COc1ccc(NC(=O)CCC(=O)N/N=C/c2cccnc2)cc1 | 1% | x | -9 | 17% | 14 | u
15 | CN(Cc1cnn(Cc2ccccc2)c1)C(=O)CN=C1NS(=O)(=O)c2ccccc21 | 0% | x | x | -7% | x | -6%
16 | CCOc1ccccc1C1C(C(=O)OC)=C(N)OC2=C1C(=O)CCC2 (stereo unspecified) | -2% | 1% | -2 | x | -20 | u
17 | c1ccc(CN2CCC(N=C3NN=C(c4ccc5c(c4)OCCO5)CS3)CC2)cc1 | u | 6% | 32* | u | 116* | u
18 | CCOC(=O)c1c(-c2ccc(Cl)cc2)c(C#N)c(=O)n(N)c1N | -3% | 2% | -3 | -6% | -4 | -4%
19 | O=C(COC(=O)c1cc([N+](=O)[O-])ccc1N1CCOCC1)Nc1c(Cl)cccc1C(F)(F)F | u | 0% | 7 | 14% | -7 | 2%
20 | CCSc1nc(C)c(CCOc2cccc(C)c2)c(=O)[nH]1 | -13% | 1% | 1 | 0% | 8 | 17%
21 | CC(NC(=O)CSc1nc2ccccc2n1CCC#N)c1ccc(F)cc1 (stereo unspecified) | 0% | -2% | -3 | x | -15 | -45%
22 | COc1cc(N(C)C)c(NC(C)=O)cc1C(=O)O | 7% | -4% | 4 | 11% | 13 | x
23 | COc1ccccc1NS(=O)(=O)c1ccc2oc(SCC(C)=O)nc2c1 | -7% | 6% | -4 | 20% | -7 | 6%
24 | CCn1c(SCC(=O)Nc2cc(OC)c(OC)c(OC)c2)nnc1-c1cccs1 | u | -1% | 5 | u | 1 | 23%
25 | COc1ccc([N+](=O)[O-])cc1COc1ccc2c(-c3ccccc3)cc(=O)oc2c1 | 5% | x | 2 | 30%[activator] | -10 | 28%
26 | CCN(CCCNC(=O)CNC(=O)Cn1cnc2ccccc2c1=O)c1cccc(C)c1 | -15% | -5% | 4 | -4% | 43 | 5%
27 | Cc1ccc(CNS(=O)(=O)c2ccc3c(c2)N(C)CCO3)cc1 | -22% | x | 14 | 30%[activator] | -2 | -1%
28 | CCN(CC)CCNCc1cc(Cl)ccc1OCc1ccccc1F | -44% | -5% | -1 | 5.9µM* | 3 | 0%
29 | Cc1cc(NC(=O)COc2coc(CN3CCN(c4ccc(F)cc4)CC3)cc2=O)no1 | 3% | x | x | u | x | u
30 | O=C(OCN1C(=O)c2ccccc2C1=O)C1CCCCC1 | 13% | 6% | -2 | 43%[activator] | 2 | 10%
31 | Cn1c(SCC(=O)N2c3ccccc3CCc3ccccc32)nnc1-c1ccc(O)cc1 | 7% | 22% | 3 | 12µM* | 36 | -15%
32 | CCc1nnc(NC(=O)CSc2nnc(-c3cccnc3)n2CCc2ccccc2)s1 | 13% | -2% | 7 | 5% | 33 | u
33 | COc1ccc(C2CC(c3ccccc3)Oc3cc(OC)ccc32)cc1 (stereo unspecified) | x | u | 13&28 | x | 1&26 | x
34 | CCc1cccc(CC)c1NC(=S)N1CCn2cccc2C1c1ccncc1 (stereo unspecified) | 3% | 1% | -3 | -10% | -6 | 7%
35 | O=C(O)c1nn(-c2ccccc2)nc1-c1nn(-c2ccccc2)nc1C(=O)O | 24% | 16% | 1 | 29% | -21 | u
36 | Cc1ccccc1C(=O)N1CCC(C(=O)Nc2ccccn2)CC1 | 2% | x | x | u | x | 2%
37 | Cc1ccc(C2C3=C(CCCC3=O)OC3=C2C(=O)CCC3)cc1 | 24% | -21% | -3 | 1% | 13 | 37%[activator]
38 | COc1ccc(-c2cc3c(=O)n(CC(=O)Nc4cccc(Cl)c4)nc(C)n3n2)cc1 | 8% | 1% | 28 | -5% | 1 | u
39 | O=C(CCNS(=O)(=O)c1cccs1)NCc1cccs1 | -6% | 1% | -4 | 37%[activator] | -9 | -26%
40 | CCOC(=O)C1=C(C)OC(N)=C(C#N)C1c1cc(SCC)oc1C (stereo unspecified) | 4% | -22% | 9 | 13% | 52 | 7%
41 | NC(=S)N=Nc1c(O)n(CCCl)c2ccc(Br)cc12 | u | -12% | -3 | u | -9 | u
42 | Cc1ccc(CNS(=O)(=O)CCNC(=O)c2ccccc2)cc1 | 5%[8.37 µM] | x | x | 1% | x | 17%
43 | CC(C)CC(O)C1CCN(C(=O)CCc2nnc(-c3ccccc3)o2)CC1 (stereo unspecified) | 8% | 3% | -3 | 16% | -6 | -9%
44 | COc1ccc(NC(=O)CN(C)C2CCS(=O)(=O)C2)cc1 (stereo unspecified) | 12% | x | x | u | x | 40%[activator]
45 | Cc1ccccc1NC(=O)Cn1c(=O)sc2ccccc21 | 4% | 0% | 1 | -17% | 34 | 33%[activator]
46 | O=C(O)c1cc(-c2c[nH]c3ccccc23)nc2ccc3ccccc3c12 | 10% | -16% | 7 | 247%[activator] | 26 | 0%
47 | CC(=O)NC(Cc1ccccc1)C(=O)NC1CCN(c2ncccc2[N+](=O)[O-])CC1 (stereo unspecified) | -14% | -2% | 1 | 16% | 14 | -5%
48 | Cc1cc(C(=O)Cn2nc(C(=O)O)c3ccccc3c2=O)c(C)n1CCc1ccc(F)cc1 | -11% | -1% | 20* | -37% | 19 | 1%
49 | COc1ccc(Cl)c2sc(NC(=O)C3=COCCO3)nc12 | u | x | x | 112%[activator] | x | 193%[activator]
50 | CC1(C)CC(=O)C(C2C3=C(CC(C)(C)CC3=O)Oc3c(Br)cc(Br)cc32)=C(O)C1 (stereo unspecified) | u | 11% | -1 | 19% | 8 | 0%
51 | O=C(Nc1cccnc1)c1ccc(Br)s1 | -5% | -8% | 31* | 49%[activator] | 105* | 32%[activator]
52 | CC1CCN(CC(=O)NNC(=O)c2cccc(Br)c2)CC1 | -15% | x | -3 | 34%[activator] | -5 | -13%
53 | COc1ccc(CNn2c(-c3cccc(C)c3)nc3ccccc3c2=O)cc1OC | u | -2% | 0 | x | -10 | 12µM*
54 | COc1ccccc1-c1nc(SCc2ccccn2)n[nH]1 | 7% | -2% | 41* | 50%[activator] | 76* | 46%[activator]
55 | COc1ccc(/C=N/NC(=O)Cn2nc(C)c([N+](=O)[O-])c2C)cc1 | -3% | 2% | -4 | 0% | -15 | 7%
56 | CNC(=S)N/N=C(\C)c1ccc(Cl)c(Cl)c1 | u | -14% | -2 | u | 16 | u
57 | Cc1nc(SCC2(C)CC2(Cl)Cl)n[nH]1 (stereo unspecified) | 7% | 2% | 8 | 17% | 18 | -6%
58 | CC(C)Cn1c(C(C)C)nc([N+](=O)[O-])c1S(=O)(=O)c1ccc(F)cc1 | u | 2% | -5 | 10µM* | -8 | u
59 | Cc1ccc(NC(=O)C2CCN(S(=O)(=O)c3ccc4c(c3)OCCO4)CC2)c(O)c1 | -6% | x | x | u | x | 12µM*
60 | COc1ccc(S(=O)(=O)N(C)CC(=O)NCc2cccnc2)cc1 | 17% | -3% | 10 | 6% | 75* | u

Following part.
no. | structure | HCV inhibitor | FBPA Giardia inh | CHX counter | Pf growth 48h | Shiga inhibitor | Pf growth 96h
61 | Cc1ccc(O)c(C2=NNC(c3ccc(Cl)cc3)C2)c1 (stereo unspecified) | u | -3% | 59* | u | 70* | u
62 | COc1ccccc1OCC(=O)Nc1ccccc1C(=O)N1CCCC1 | 3% | 6% | -5 | 17% | 3 | u
63 | O=C(C1CCCN(c2ncccn2)C1)N1CCc2ccccc21 (stereo unspecified) | -23% | 3% | -2 | -2% | -6 | 16%
64 | COc1ccc(S(=O)(=O)N2CCC(C(=O)NC3(C)CCS(=O)(=O)C3)CC2)cc1OC (stereo unspecified) | 1% | x | x | 1% | x | 1%
65 | CCC(C(=O)NC1CCCC1)N(C(=O)c1snc(C(N)=O)c1N)c1ccc2c(c1)OCCO2 (stereo unspecified) | u | -1% | 3 | u | -9 | 120%[activator]
66 | COc1ccc(/C=N/NC(=O)C(C)N(c2ccc(OC)cc2)S(C)(=O)=O)cc1 (stereo unspecified) | -5% | 0% | -5 | -62% | -5 | 7%
67 | Cc1ccc(NC2=NC(=S)N(CC#N)C23CCCCC3)cc1 | -15% | -3% | -2 | u | -6 | -25%
68 | COc1cccc(NC(=O)CSc2nc3ccccc3cc2Cc2ccccc2)c1 | -11% | 2% | 8 | 3.3µM* | -4 | 7.4µM*
69 | C=CCN1C(=O)NC(=O)/C(=C/c2cnc(SC)nc2)C1=O | 23% | -7% | -7 | 32%[activator] | -6 | u
70 | N#Cc1ccsc1NC(=O)CSc1nnnn1-c1ccc(O)cc1 | -15% | -1% | 7 | 83%[activator] | 20 | 57%[activator]
71 | CCOc1ccc(NC2OC(CO)C(O)C(O)C2O)c([N+](=O)[O-])c1 (stereo unspecified) | 5% | -1% | 1 | 6% | -1 | 5%
72 | Cc1cc(CNC(=O)CC2C(=O)NCCN2Cc2ccccc2)nn1C (stereo unspecified) | 3% | x | 4 | -9% | -1 | u
73 | COc1cc(S(=O)(=O)NC2CCCCC2C)ccc1-n1cnnn1 (stereo unspecified) | -9% | -3% | -2 | u | -16 | u

Bioassay records from PubChem.
